# TRPV1 ag: activates the human vanilloid receptor TRPV1. AID 540275. activation, % at 8.33 µM. Q8NER1. TRPV1-expressing cells, Fluo-8 calcium influx, agonist mode. 320,000 tested, 0.19% active; in the data active means activation above about 80%; inconclusive means between about 30% and that limit; further: 0% is about no effect
# Target sequence (Q8NER1 whole entry, looked up): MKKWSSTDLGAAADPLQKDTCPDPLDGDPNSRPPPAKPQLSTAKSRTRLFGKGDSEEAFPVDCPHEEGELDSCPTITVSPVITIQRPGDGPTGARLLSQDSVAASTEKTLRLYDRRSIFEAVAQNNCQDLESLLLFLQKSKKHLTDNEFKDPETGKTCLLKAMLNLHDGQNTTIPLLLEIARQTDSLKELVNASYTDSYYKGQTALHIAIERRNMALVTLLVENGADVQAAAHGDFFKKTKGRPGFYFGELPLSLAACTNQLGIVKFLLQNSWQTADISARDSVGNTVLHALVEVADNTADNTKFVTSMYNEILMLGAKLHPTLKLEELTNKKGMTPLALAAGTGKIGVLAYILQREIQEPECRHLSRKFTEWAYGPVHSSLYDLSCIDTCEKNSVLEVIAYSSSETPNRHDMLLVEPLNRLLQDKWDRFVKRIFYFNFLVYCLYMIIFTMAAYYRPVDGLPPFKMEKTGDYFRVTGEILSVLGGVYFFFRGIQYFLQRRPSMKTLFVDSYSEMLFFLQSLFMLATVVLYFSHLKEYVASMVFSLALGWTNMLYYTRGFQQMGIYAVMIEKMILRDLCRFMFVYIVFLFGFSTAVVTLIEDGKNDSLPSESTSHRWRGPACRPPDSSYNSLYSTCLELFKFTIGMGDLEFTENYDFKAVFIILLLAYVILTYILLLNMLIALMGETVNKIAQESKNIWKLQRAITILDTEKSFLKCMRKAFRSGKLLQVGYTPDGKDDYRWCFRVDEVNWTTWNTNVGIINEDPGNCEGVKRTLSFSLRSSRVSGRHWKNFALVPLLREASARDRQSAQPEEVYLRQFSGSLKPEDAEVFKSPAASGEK
#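 Cells expressing TRPV1 were dye-loaded with Fluo-8 and read kinetically: 10 s baseline, 3 min after compound (agonist portion), then 2 min after EC20 capsaicin (allosteric enhancer portion). Calcium-bound dye fluorescence at 480/520 nm.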
# CXXC DNA block: inhibitors of human MLL CXXC domain-DNA interaction | Q03164 | MLL-CXXC / FITC-HOXA9 DNA fluorescence polarization | Potency, µM (doses to about 115 µM), inactives show at the top dose activity change, negative = inhibition, actives largely listed as inhibitors | 290,000 tested, 0.037% active | AID 2662; active means well fitted inhibition curve with a large enough effect in the polarisation, with a control signal flat, not every such curve was filed as active; inconclusive means small, poorly fitted or top-dose-only effect, or effect the other way, or a change in a side signal; inactive means no such curve, though single readings can be large or run the other way; the % refers to the polarisation; further: potency means the concentration at half of the fitted maximal effect
#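 Fluorescence polarization: 7 uM MLL-CXXC (stock) preincubated 5 min with compounds, then 50 nM fluorescein-HOX-A9 DNA (stock) added; 30 min ambient. Buffer 50 mM Tris-HCl pH 7.5, 50 mM NaCl, 1 mM DTT, 0.05% BSA.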
# hERG WT inh: inhibitors of human wildtype KCNH2 potassium channel. activity change, % at 1.84 µM. Q12809. AID 720551. U2OS, BacMam KCNH2, thallium flux FluxOr; stronger effect = lower value. 340,000 tested, 0.37% active;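 active means maximum activity change below -70%; inconclusive means maximum activity change between -70% and -50%; inactive means maximum activity change above -50%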; further: on the % scale 0 is the no-effect control and ±100 the full control effect
#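 U2OS cells were transduced with wild-type KCNH2 virus (2.03 x 10^8 / mL) for 4 h at room temperature, then cultured overnight at 37 C. Thallium flux was read with FluxOr dye. Rate constants were normalized to DMSO controls.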
# A-T KAP1 phos: potential ataxia-telangiectasia treatments restoring KAP-1 phosphorylation; […] A-T fibroblasts, KAP-1 phosphorylation AlphaLISA; neocarzinostatin DNA damage 30 min before lysis; Potency, µM (highest dose often 57.5 µM), for the others: at the highest dose activation, hits mostly activators; 320,000 tested, 0.19% active; AID 485349; further: potency means the concentration at half of the fitted maximal effect; % of control where 0% means no effect; nearly all actives have a fitted effect of over 45% in size
#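 hTERT-immortalized A-T patient fibroblasts ([…]), 500 cells/well in OPTI-MEM, 1% FBS, got compounds for 60 min, then NCS for 30 min at 37C. Lysates were then assayed for phospho-KAP-1 by AlphaLISA (anti-pKAP1 donor, anti-KAP1 acceptor beads), 6 hr at 25C.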
# KCNH2 3.1 inh: blocks the human KCNH2 3.1 channel isoform; U2OS KCNH2 3.1, thallium flux FluxOr; stronger effect = lower value; activity change, % (tested at about 1.8 µM); 340,000 tested, 0.95% active;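 active means maximum activity change below -70%; inconclusive means maximum activity change from -70% to -50%; inactive means maximum activity change above -50%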;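 further: thallium influx rate constant from kinetic fluorescence after stimulation buffer; on the % scale 0 is the no-effect control and ±100 the full control effect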
#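 Virally transduced U2OS (3.1 isoform, 4 h infection in dark at RT) → overnight 37 C → FluxOr + Red40 in HBSS/HEPES, 45 min → stimulation buffer, 2 min kinetic read → rate constant vs DMSO controls.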
# ASM inhibitor: human S-ASM enzyme inhibition; P17405; placental ASM, HMU-PC fluorogenic substrate, 60 min; Potency, µM (highest dose often 57.5 µM), inactives show top-dose activity change, negative = inhibition, hits mostly inhibitors; 340,000 tested, 0.006% active; AID 504937; further: potency means the concentration at half of the fitted maximal effect
#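 HMU-PC0 cleavage (9 uM final) by human placental ASM, 60 min at 37 °C following 10 min compound exposure at RT; stopped at pH 10, fluorescence Ex 386/Em 447 nm.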
# GALK inh: galactokinase (human) inhibition; P51570; Purified GALK, Kinase-Glo residual ATP luminescence; Potency, µM (titrated, usually from 57.5 µM), inactives show at the top dose activity change, negative = inhibition, usual class: inhibitors; 270,000 tested, 0.007% active; further: potency means the concentration at half of the fitted maximal effect; on the % scale 0 is the no-effect control and ±100 the full control effect
#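 Galactose (100 uM) and ATP (35 uM) were turned over by 5 nM GALK for 1 h at RT. Kinase-Glo Plus then converted the remaining ATP into a luminescent signal.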
# MBNL1-CUG inh: blocks human MBNL1 binding to CUG repeat RNA | Q9NR56 | 280,000 tested, 0.036% active | Potency, µM (titrated, usually from 57.5 µM), for the others: top-dose activity change, negative = inhibition, most hits filed as inhibitors | TR-FRET MBNL1-His/biotin-(CUG)12 binding, 665/545 ratio; active means well fitted inhibition curve with a large enough effect in the signal ratio, with a control signal flat, not every such curve was filed as active; inconclusive means small, poorly fitted or top-dose-only effect, or effect the other way, or a change in a side signal; inactive means no such curve, though single readings can be large or run the other way; the % refers to the signal ratio; further: potency means the concentration at half of the fitted maximal effect; on the % scale 0 is the no-effect control and ±100 the full control effect
#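 Inhibition of protein-RNA binding appears as loss of TR-FRET between terbium anti-His antibody on MBNL1-His and streptavidin-XL665 on biotin-(CUG)12. Activity is normalized to buffer-only and uninhibited-complex controls.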
# Coupling enz: counter-screen for Giardia aldolase inhibitors: coupling enzyme system. coupling enzyme system counterscreen, AmpLite Red fluorescence. activity change, negative = inhibition, % at 58.2 µM, hits read low. 290,000 tested, 0.67% active; in the data active means activity change below about -30%; further: on the % scale 0 is the no-effect control and ±100 the full control effect
#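 Counterscreen lacking aldolase: glyceraldehyde-3-phosphate coupling-enzyme reagent preincubated 10 min at RT with compound (at 57.5 uM final), then substrate/coupling system with AmpLite Red added; fluorescence read at 525/598 nm after 20 min RT.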
# Integrin act MD: activators of alpha7 integrin expression for muscular dystrophy | alpha7betagal myoblasts, beta-gal FDG fluorescence, 48 h | Potency, µM (series often up to 38.3 µM), for inactives: top-dose activation, usual class: activators | 350,000 tested, 0.064% active | AID 624291;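 further: potency means the concentration at half of the fitted maximal effect; 100% = response of the positive control SU9516; nearly all actives have a fitted effect of over 60% in size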
#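 Alpha7betagal+/- myoblasts (passage 13) were plated 16-24 hr, then exposed to compounds (1:260 dilution of DMSO stock) for 48 hours at 37C. After MPER lysis, β-galactosidase reporter activity was read as FDG fluorescence (ex 480/em 540) after 30 minutes.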
# The depositor's hits bear a star; i = inactive; ? = inconclusive; . = not tested or not shown; [ ] = another dose, or the depositor's remark. Unless noted, the call rests on the fitted dose curve; in most records, active means well fitted curve in the direction sought with a large enough effect; inconclusive means small, poorly fitted or top-dose-only effect, or another doubt; inactive means no such curve, though single readings can be large; an effect the other way counts as inactive or inconclusive.
SMILES,TRPV1 ag,CXXC DNA block,hERG WT inh,A-T KAP1 phos,KCNH2 3.1 inh,ASM inhibitor,GALK inh,MBNL1-CUG inh,Coupling enz,Integrin act MD
Cc1cccc(NC(=O)c2ccc([N+](=O)[O-])s2)n1,?,2.9%,-6.0,-2.4%,5.6,-0.3%,10.8%,?,8.6,-66.3%[inhibitor]
O=C(COC(=O)C1CCN(c2ccc(C(F)(F)F)cn2)CC1)Nc1cccc(F)c1,2.6,.,3.7,3.4%,-40.6,-13.6%,.,.,.,6.1%
CCC(C(=O)OCC(=O)N(CCOC)c1c(N)n(Cc2ccccc2)c(=O)[nH]c1=O)c1ccccc1 (configuration not stated),-0.5,10.1%,-4.3,-4.9%,3.2,2.3%,-9.4%,-5.7%,.,-15.2%
Cc1ccccc1C(=O)Nc1nnc(S(=O)(=O)N2CCCCC2)s1,0.9,.,-12.9,12.1%,3.2,1.0%,.,-1.4%,-2.3,18.2%
CC(Sc1nnc(-c2ccco2)n1C)C(=O)NC1CCCC1 (configuration not stated),1.2,.,-9.4,-5.7%,2.8,1.8%,.,.,.,16.3%
Cc1cc(C)n2nc(N)c(N=Nc3ccc(Cl)cc3)c2n1,0.7,1.5%,16.7,6.2%,0.4,-15.8%,1.8%,6.2%,-0.4,29.2%
CONc1nc(NC(C)(C)C)nc(OCC#N)n1,-3.3,1.0%,-12.4,-4.2%,-11.7,3.7%,0.2%,.,1.2,-40.3%
COc1ccc(N2C(=NC(=O)C(C)Oc3ccccc3)SC3CS(=O)(=O)CC32)cc1 (configuration not stated),2.5,5.0%,-1.2,-7.8%,-18.1,0.3%,-4.8%,0.8%,.,?
COc1ccccc1NC(=S)N(CCN1CCOCC1)Cc1ccccc1F,9.4,-1.1%,7.4,-7.9%,-2.5,1.3%,0.2%,-0.4%,0.2,10.5%
CC(=O)c1c(C)nc(-c2ccc(OCC(=O)Nc3ccccc3)cc2)n1O,-6.5,-2.2%,-1.1,-3.5%,-1.9,-1.4%,-1.8%,0.0%,2.0,-1.4%
Cc1cc(C)cc(NC(=O)C(OC(=O)c2ccc(O)cc2)c2ccccc2)c1 (configuration not stated),?,.,-0.1,-0.7%,0.8,-12.5%,.,.,.,0.0%
O=C(NC1CCCCCC1)c1c2c(nc3ccccc13)CCN(Cc1ccccc1)C2,-1.3,12.2%,8.6,1.2%,-1.2,-1.3%,2.1%,.,-0.8,5.4%
Cc1cc(C)cc(-n2c(SCC(=O)Nc3cccc(S(=O)(=O)NC4=NCCCCC4)c3)nc3ccccc3c2=O)c1,0.6,-6.2%,-0.8,2.7%,3.0,-3.9%,-1.1%,-13.1%,9.6,-13.5%
COc1ccc(/C(O)=C/C(=O)C(=O)NNC(=O)C(O)(c2ccccc2)c2ccccc2)cc1,0.6,15.4%,4.8,.,-8.8,-22.9%,0.0%,-0.8%,2.6,-24.9%
COc1ccc(N2CCN(c3nc4ccccn4c(=O)c3C=O)CC2)cc1,1.8,?,-1.0,-12.2%,4.9,-3.1%,-0.9%,.,-2.1,0.1%
CC(=O)Nc1ccc(S(=O)(=O)N2c3ccccc3C(C)=CC2(C)C)cc1,?,-8.8%,2.0,-5.9%,-13.1,-0.3%,0.3%,-0.9%,2.3,4.7%
CCN(CC)c1ccc(NC(=O)c2cnn(CC)c2)cc1,?,6.2%,10.2,-5.6%,30.7,-2.9%,-1.3%,8.6%,.,-27.4%
C/C(=N\NC(=O)CNC(=O)c1ccc(Br)cc1)c1ccco1,0.4,11.6%,11.2,2.0%,-14.4,4.1%,8.2%,-3.3%,1.5,10.5%
C/C(=N\Nc1ccc(C#N)cc1[N+](=O)[O-])c1ccc(O)cc1,-5.8,?,-6.3,-8.8%,-4.2,-9.2%,4.4%,13.1%,-0.2,-0.1%
Cc1ccc(S(=O)(=O)N2CCOCC2)cc1C(=O)OCC(=O)NCCc1ccc(F)cc1,.,.,3.2,-1.8%,-1.4,-2.9%,.,.,.,11.7%
CSCC[C@H](NC(=O)[C@H](Cc1ccccc1)n1c(=O)[nH]c2ccccc2c1=O)C(=O)N[C@@H](Cc1ccccc1)C(=O)O,0.1,-5.1%,4.2,15.0%,-20.3,5.8%,.,4.0%,2.0,-30.5%
COc1ccc(NC(=O)O/N=C/c2ccc(Br)cc2)cc1,-2.3,0.9%,-4.0,-3.4%,-8.0,-6.7%,0.5%,-2.8%,-2.2,13.5%
Nc1[nH][nH]c(=O)c1N=Nc1ccccc1,.,.,-1.7,.,17.0,-6.0%,.,.,.,-6.3%
COc1cccc(CN2CC(C(=O)N3CCOCC3)CCC2=O)c1 (configuration not stated),-1.4,18.3%,-9.2,3.2%,-7.8,2.1%,-0.6%,1.8%,0.0,3.7%
O=C(O)C1CCC(C(=O)O)SS1 (configuration not stated),.,.,-8.8,.,-18.4,-1.1%,.,.,.,6.3%
# Next section.
SMILES,TRPV1 ag,CXXC DNA block,hERG WT inh,A-T KAP1 phos,KCNH2 3.1 inh,ASM inhibitor,GALK inh,MBNL1-CUG inh,Coupling enz,Integrin act MD
COc1cccc(C(=O)Nc2ccc(NC(=O)C(C)(C)C)cn2)c1,-19.4,0.8%,-6.7,-3.8%,24.0,-0.9%,1.3%,-3.0%,-0.1,10.8%
COc1cccc(-n2nnc3c(=O)n(CC(=O)Nc4cc(C)on4)cnc32)c1,-0.8,-28.9%,-5.9,5.2%,18.5,-3.2%,-1.9%,-1.1%,2.4,3.2%
O=C(c1ccccn1)c1cc2ccccc2n1S(=O)(=O)c1ccccc1,?,6.7%,-11.5,-2.3%,2.5,.,-0.1%,9.9%,-3.4,-28.4%
Cc1c(C(=O)O)sc2c1c(=O)n(Cc1ccccc1)c(=O)n2C,-6.1,0.5%,-7.2,30.0%,-4.4,9.9%,-2.9%,-17.1%,8.5,-25.8%
CCn1c(CSc2nc3ccccc3s2)nc2ccccc21,27.5,-0.8%,-3.8,1.8%,-2.4,157.6%[activator],0.1%,0.7%,-1.8,1.0%
O=C(Cc1ccccc1)NNC(=O)Nc1ccc(Cl)c(Cl)c1,-3.3,10.0%,-3.2,3.4%,-7.8,-1.2%,0.2%,-7.4%,3.8,-28.4%
CCCn1c(N)c(CC)c(=O)[nH]c1=O,2.0,28.1%,1.1,-0.8%,23.6,5.4%,0.2%,-8.5%,0.7,24.6%
O=C(Cc1ccccc1)Nc1cc2c(cc1Cl)OCCCO2,12.3,-10.4%,-11.8,8.5%,4.3,0.1%,0.0%,4.6%,0.2,-7.5%
COc1ccc(C2NC(=S)NC3=C2CCc2cc(OC)ccc23)cc1 (configuration not stated),0.5,18.6%,-2.4,0.9%,9.3,-2.4%,.,9.9%,-9.5,-28.0%
CN(C)CCN(C(=O)c1ccc(N2C(=O)CCC2=O)cc1)c1nc2cc3c(cc2s1)OCCO3,-0.9,6.6%,.,-0.8%,.,.,-1.9%,-3.4%,-0.6,.
Cc1ccc(/C=N/NC(=O)c2nnn(-c3nonc3N)c2-c2cccs2)cc1,27.8,4.9%,-15.9,7.1%,-5.4,i,-2.1%,-1.1%,-2.5,9.0%
O=C(CC1(O)C(=O)N(C/C=C/c2ccccc2)c2ccccc21)c1ccccn1 (configuration not stated),1.6,3.3%,-15.2,2.3%,-1.7,-2.9%,1.4%,6.6%,-0.3,-39.9%
NNC(=O)c1cc2c(s1)-c1cc(Cl)ccc1SC2,-7.3,40.3%[activator],7.5,21.8%,-7.8,259.7%[activator],-0.1%,26.4%,-4.7,-9.8%
COc1ccc(F)cc1C(=O)C1CCCN(C(=O)c2ccccc2N(C)C)C1 (configuration not stated),16.5,-1.5%,0.9,11.2%,-17.0,4.5%,1.7%,-6.1%,0.7,-29.7%
Cc1cccc2sc(N(CCN(C)C)C(=O)/C=C/c3cccs3)nc12,-3.5,21.9%,16.2,-0.2%,-23.9,-14.1%,-0.5%,0.3%,1.9,-42.4%
O=C(c1cc2ncc(Br)cn2n1)N1CCN(C(=O)c2ccco2)CC1,-3.1,-4.0%,-1.0,-6.1%,-0.8,0.6%,-1.2%,?,3.4,-6.6%
CC(C)=CCC[C@](C)(O[C@@H]1O[C@H](CO[C@@H]2OC[C@@H](O)[C@H](O)[C@H]2O)[C@@H](O)[C@H](O)[C@H]1O)C1CC[C@]2(C)C1[C@H](O)CC1[C@@]3(C)CC[C@H](O[C@@H]4O[C@H](CO)[C@@H](O)[C@H](O)[C@H]4O)C(C)(C)C3CC[C@]12C (some centres not stated),.,.,-11.9,6.3%,-2.7,-5.9%,.,.,.,-14.6%
CCCCNCCS(=O)(=O)NCc1ccccc1OC,.,.,-14.6,.,-8.4,-2.6%,.,.,.,11.2%
CC(=O)c1ccc(NC(=S)NCCc2cccc(Cl)c2)cc1,?,1.7%,24.6,-2.7%,-2.3,-6.1%,-2.4%,-1.9%,1.2,-13.3%
COc1ccc(NC(=O)CSc2ncnc3c2cnn3Cc2ccccc2)cc1,1.3,17.6%,7.6,-0.6%,-1.9,2.4%,1.8%,1.6%,-0.1,3.0%
COc1ccc(Cl)cc1-c1nc(N)nc(N(C)C)n1,0.2,-1.7%,26.5,-2.2%,?,2.7%,0.6%,.,-0.8,-13.6%
